Screening data as filed in PubChem BioAssay.
JMJD2A Tudor: blocks the human JMJD2A Tudor domain | O75164 | AlphaScreen JMJD2A-Tudor / H3K4me3 peptide binding | Potency, µM (titrated, usually from 114 µM), for the others: at the highest dose activity change, negative = inhibition, actives largely listed as inhibitors | hit rate 4.4% among 390,000; note: % is set by controls: 0 for no effect and ±100 for the full control effect; nearly all actives have a fitted effect of over 50% in size
Pol beta inh: blocks human DNA polymerase beta activity; P06746; Pol beta primer extension/strand displacement, fluorescence kinetic; Potency, µM (titrated, usually from 114 µM), without a hit: top-dose activity change, negative = inhibition, hits mostly inhibitors; hit rate 1.3% among 340,000; note: % is set by controls: 0 for no effect and ±100 for the full control effect
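Curves were derived by four-parameter Hill fits of normalized qHTS data. The kinetic fluorescent primer-extension read was taken at 0 and 10 min after 50 nM substrate, following a 15 min room-temperature preincubation of 10 nM enzyme with compounds.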
Pol iota inh: blocks human DNA polymerase iota activity; Potency, µM (highest dose often 115 µM), without a hit: top-dose activity, negative = inhibition, actives largely listed as inhibitors; hit rate 1% among 390,000; Q9UNA4; Pol iota fluorescent replication assay, 10 min
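Fluorescent replication assay read twice, at 0 min and 10 min after adding 50 nM (final) substrate. Enzyme (10 nM) and compounds were first incubated 15 min at room temperature; enzyme-free buffer wells were negative controls.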
BLM helicase inh: blocks DNA unwinding by human BLM helicase. P54132. recombinant BLM DNA unwinding, fluorescence dequenching. Potency, µM (series often up to 56.1 µM), for the others: at the highest dose activity change, negative = inhibition, usual class: inhibitors. hit rate 0.2% among 350,000;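 note: plate controls were vehicle for no effect and no enzyme for full effect; nearly all actives have a fitted effect of over 35% in size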
BAZ2B block: inhibitors of human BAZ2B bromodomain | hit rate 4.4% among 360,000 | AID 504333 | Q9UIF8 | Potency, µM (doses to about 114 µM), for the others: top-dose activity change, negative = inhibition, actives largely listed as inhibitors | AlphaScreen BAZ2B-H3K14Ac peptide displacement; note: % is set by controls: 0 for no effect and ±100 for the full control effect; nearly all actives have a fitted effect of over 60% in size
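AlphaScreen displacement: compounds (up to 110uM) incubated 30 min at room temperature with a preformed 50 nM BAZ2B/50 nM biotinylated H3K14Ac peptide complex in PBS pH 7.4 with Tween-20. Donor and acceptor beads at 10 ug/mL final added, 20 min light-protected before reading.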
G9a inh: blocks human histone lysine methyltransferase G9a; G9a H3K9 monomethylation, AlphaScreen, 2 h; Potency, µM (highest dose often 102 µM), without a hit: top-dose activity, negative = inhibition, hits mostly inhibitors; hit rate 8.8% among 350,000; note: % is set by controls: 0 for no effect and ±100 for the full control effect; nearly all actives have a fitted effect of over 75% in size
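Chemiluminescent proximity detection of H3K9 monomethylation, read after 10 min bead incubation in the dark. Reaction: 20 nM G9a, 500 nM biotin-H3K9 peptide, 20 uM SAM cofactor, 2 h, room temperature, following 15 min enzyme-compound preincubation.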
Pol eta inh: DNA polymerase eta (human) inhibition; Potency, µM (highest dose often 114 µM), inactives show at the top dose activity change, negative = inhibition, actives largely listed as inhibitors; Q9Y253; hit rate 1.2% among 390,000; recombinant Pol eta, fluorescent DNA replication assay; note: % is set by controls: 0 for no effect and ±100 for the full control effect
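Fluorescent replication assay: 50 nM final substrate added after a 15 min room-temperature compound preincubation with 10 nM enzyme. Signal taken at 0 min and again at 10 min.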
APE1 inh: APE1 (human) endonuclease inhibition | recombinant APE1, TAMRA/BHQ-2 abasic DNA cleavage fluorescence | P27695 | Potency, µM (top dose mostly 65.8 µM), for inactives: at the highest dose activity change, negative = inhibition, actives largely listed as inhibitors | AID 2517 | hit rate 0.35% among 350,000;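 note: plate controls were vehicle for no effect and reference inhibitor for full effect; nearly all actives have a fitted effect of over 55% in size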
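Readout is kinetic fluorescence (ex 525, em 598 nm) from cleavage of 50 nM TAMRA/BHQ-2 THF abasic duplex by 0.75 nM APE1, compound added 15 min beforehand at RT.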
POLK inh: inhibitors of human DNA polymerase kappa. Potency, µM (highest dose often 107 µM), inactives show at the top dose activity, negative = inhibition, actives largely listed as inhibitors. purified Pol kappa, fluorescent DNA synthesis assay, 10 min. Q9UBT6. hit rate 0.53% among 400,000; note: % is set by controls: 0 for no effect and ±100 for the full control effect
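Activity was followed as the change in fluorescence between reads at 0 and 10 min after starting the reaction with 50 nM substrate. Beforehand, 10 nM polymerase had been preincubated with compound for 15 min at room temperature.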
Active calls of the source: *; & = joins results of further samples; [ ] = dose if it differs, or a comment. Calls come from the whole dose curve; as a rule, active = well fitted curve in the direction sought with a large enough effect; inconclusive = small, poorly fitted or top-dose-only effect, or another doubt; inactive = no such curve, though single readings can be large; an effect the other way counts as inactive or inconclusive. Potency is the fitted concentration of half-maximal effect.

What do the screens show for `O=S(=O)(c1ccc2nnn(O)c2c1)N1CCCCC1`?
JMJD2A Tudor: -6%; Pol beta inh: 0%; Pol iota inh: 28%; BLM helicase inh: 3%; G9a inh: inconclusive; Pol eta inh: -18%; APE1 inh: -2%; POLK inh: 1%

How did CC(C)(C)CC(=O)N[C@@H](Cc1ccccc1)c1nc2ccccc2[nH]1 do in these assays?
JMJD2A Tudor: -20%; Pol beta inh: 56%; Pol iota inh: 101%[activator]; BLM helicase inh: -5%; BAZ2B block: 5%; G9a inh: 6%; Pol eta inh: -6%; APE1 inh: -5%; POLK inh: -5%

Results for C/C(=N\Nc1cc(N2CCOCC2)ncn1)c1ccccc1 ?
JMJD2A Tudor: -21%; Pol beta inh: 37%; Pol iota inh: -7%; BLM helicase inh: 5%; BAZ2B block: 8%; Pol eta inh: -15%; APE1 inh: -5%; POLK inh: -8%

How did COc1ccc(C(=O)N[C@H]2COC(C)(C)O[C@H]2c2ccccc2)cc1 do in these assays?
JMJD2A Tudor: -3%; Pol beta inh: 7%; Pol iota inh: 0%; BLM helicase inh: 0%; BAZ2B block: -5%; G9a inh: inconclusive; Pol eta inh: 6%; APE1 inh: 10%; POLK inh: -6%

What do the screens show for `COc1ccc(CCNC(=O)C2CCN(c3nc4ccccc4nc3C(F)(F)F)CC2)cc1OC`?
JMJD2A Tudor: -5%; Pol beta inh: -2%; Pol iota inh: -4%; BLM helicase inh: -6%; BAZ2B block: -1%; G9a inh: 9%[59 µM]; Pol eta inh: -19%; POLK inh: 0%

What do the screens show for `c1cc(CSc2nnc(-c3ccc4c(c3)OCO4)o2)ccn1`?
JMJD2A Tudor: 11%[57.1 µM]; Pol beta inh: 23%; Pol iota inh: 8%; BLM helicase inh: 0%; BAZ2B block: 3%; G9a inh: 22%[59 µM]; Pol eta inh: -5%; APE1 inh: -2%; POLK inh: -15%

How did CCC(Cn1nnc2ccccc2c1=O)NC(=O)Nc1cccc(C)c1C (stereo not given) do in these assays?
JMJD2A Tudor: 3%; Pol beta inh: 73%; Pol iota inh: 6%; BLM helicase inh: 1%; BAZ2B block: -2%; G9a inh: 10%[59 µM]; Pol eta inh: -21%; POLK inh: 5%

What do the screens show for `Cc1cccc(N2C(=S)N=C(Nc3c(C)cccc3C)C23CCOC(C)(C)C3)c1` (stereo not given)?
JMJD2A Tudor: -3%; Pol beta inh: -1%; Pol iota inh: 12%; BLM helicase inh: -3%; BAZ2B block: -5%; G9a inh: inconclusive; Pol eta inh: -4%; APE1 inh: 4%; POLK inh: -2%

What do the screens show for `Cc1cc(NC(=O)CSCC(=O)N2CCN(c3cccc(C)c3C)CC2)no1`?
JMJD2A Tudor: -8%; Pol iota inh: 18%; BAZ2B block: 3%; G9a inh: 19%[59 µM]; Pol eta inh: -17%; APE1 inh: -14%; POLK inh: 4%

What do the screens show for `Cc1ccc(Cn2c(=O)n(-c3ccccc3)c(=O)c3ccc(C(=O)NCc4ccco4)cc32)cc1`?
JMJD2A Tudor: -20%&-14%; Pol beta inh: 26%&18%; Pol iota inh: -10%&11%; BLM helicase inh: -3%&5%; BAZ2B block: 3%; G9a inh: -20%[59 µM]; Pol eta inh: 11%&-11%; APE1 inh: 1%; POLK inh: -2%&-6%

Results for Cc1ccc(CN(C#N)c2nc(C)cc(C)n2)cc1 ?
JMJD2A Tudor: 18%; Pol beta inh: 2%; Pol iota inh: 21%; BLM helicase inh: -4%; BAZ2B block: 9%; G9a inh: 16%[59 µM]; Pol eta inh: -13%; APE1 inh: -7%; POLK inh: -5%

How did Cc1cc(/C=N/Nc2nc(N3CCOCC3)nc(N3CCOCC3)n2)c(C)n1-c1ccccc1 do in these assays?
JMJD2A Tudor: inconclusive; Pol beta inh: 1%; Pol iota inh: 78%[activator]; BLM helicase inh: -7%; G9a inh: -48%; Pol eta inh: -11%; APE1 inh: 6%; POLK inh: -5%

How did Cc1cc(C)c(Nc2nn3c(=O)c4cc5c(cc4nc3s2)OCO5)c(C)c1 do in these assays?
JMJD2A Tudor: -32%; Pol beta inh: -11%; Pol iota inh: -14%; BLM helicase inh: -5%; BAZ2B block: -2%; G9a inh: 2.2µM*; Pol eta inh: -8%; POLK inh: -6%

What do the screens show for `COc1ccc(OC)c(NC(=S)NCc2ccco2)c1`?
JMJD2A Tudor: -18%; Pol iota inh: 17%; Pol eta inh: -2%; POLK inh: 0%

What do the screens show for `CCCCOc1cccc(C(=O)N(Cc2ccc(Br)o2)C2CCS(=O)(=O)C2)c1` (stereo not given)?
JMJD2A Tudor: -22%; Pol beta inh: -29%; Pol iota inh: 5%; BLM helicase inh: -9%; BAZ2B block: -25%; G9a inh: -2%[59 µM]; Pol eta inh: -7%; POLK inh: -9%

How did Cc1ccccc1Nc1c(-c2ccccn2)nc2c(C)cccn12 do in these assays?
JMJD2A Tudor: 40µM*; Pol beta inh: 3%; Pol iota inh: 45%[activator]; BLM helicase inh: -3%; BAZ2B block: 14µM*; G9a inh: 45µM*; Pol eta inh: -13%; APE1 inh: -4%; POLK inh: -5%

What do the screens show for `O=C(CSc1nc(Nc2ccccc2)nc(N2CCOCC2)n1)N1CCCC1`?
JMJD2A Tudor: -8%; Pol beta inh: 14%; Pol iota inh: 1%; BLM helicase inh: 0%; BAZ2B block: 5%; G9a inh: 13%[12.7 µM]; Pol eta inh: -8%; APE1 inh: 14%; POLK inh: -9%

What do the screens show for `Clc1cccc(CSc2nc3ccncc3[nH]2)c1`?
JMJD2A Tudor: -7%; Pol beta inh: 13%; Pol iota inh: 4%; BLM helicase inh: 1%; BAZ2B block: 2%; G9a inh: inconclusive; Pol eta inh: -16%; APE1 inh: -3%; POLK inh: -15%

Results for COc1ccccc1NC(=O)CN1C(=O)CC(C)S(=O)(=O)c2ccccc21 (stereo not given) ?
JMJD2A Tudor: -10%; Pol beta inh: 0%; Pol iota inh: 37%[activator]; BLM helicase inh: -1%; BAZ2B block: -16%; G9a inh: inconclusive; Pol eta inh: 4%; APE1 inh: 18%; POLK inh: -4%

What do the screens show for `Cc1ccccc1OCC(O)CN1CCN(c2ccccn2)CC1` (stereo not given)?
JMJD2A Tudor: -14%; Pol beta inh: 4%; Pol iota inh: 30%[activator]; BLM helicase inh: -2%; BAZ2B block: -29%; G9a inh: -42%; Pol eta inh: -5%; APE1 inh: 3%; POLK inh: -9%

Brought forward from above: 4 compounds; new compounds follow.
What do the screens show for `O=C(CSc1nc(Nc2ccccc2)nc(N2CCOCC2)n1)N1CCCC1`?
JMJD2A Tudor: -8%; Pol beta inh: 14%; Pol iota inh: 1%; BLM helicase inh: 0%; BAZ2B block: 5%; G9a inh: 13%[12.7 µM]; Pol eta inh: -8%; APE1 inh: 14%; POLK inh: -9%

What do the screens show for `Clc1cccc(CSc2nc3ccncc3[nH]2)c1`?
JMJD2A Tudor: -7%; Pol beta inh: 13%; Pol iota inh: 4%; BLM helicase inh: 1%; BAZ2B block: 2%; G9a inh: inconclusive; Pol eta inh: -16%; APE1 inh: -3%; POLK inh: -15%

Results for COc1ccccc1NC(=O)CN1C(=O)CC(C)S(=O)(=O)c2ccccc21 (stereo not given) ?
JMJD2A Tudor: -10%; Pol beta inh: 0%; Pol iota inh: 37%[activator]; BLM helicase inh: -1%; BAZ2B block: -16%; G9a inh: inconclusive; Pol eta inh: 4%; APE1 inh: 18%; POLK inh: -4%

What do the screens show for `Cc1ccccc1OCC(O)CN1CCN(c2ccccn2)CC1` (stereo not given)?
JMJD2A Tudor: -14%; Pol beta inh: 4%; Pol iota inh: 30%[activator]; BLM helicase inh: -2%; BAZ2B block: -29%; G9a inh: -42%; Pol eta inh: -5%; APE1 inh: 3%; POLK inh: -9%

How did C#CC[N+](C)(C)C(C#Cc1ccccc1)CC=C (stereo not given) do in these assays?
JMJD2A Tudor: 1%; Pol beta inh: 5%; Pol iota inh: 16%; BLM helicase inh: 4%; BAZ2B block: 3%; G9a inh: 4%[59 µM]; Pol eta inh: 0%; APE1 inh: -1%; POLK inh: -8%

Results for COc1ccc(C(O)(C(C)C)C(CN2CCOCC2)c2ccc(Cl)cc2)cc1 (stereo not given) ?
JMJD2A Tudor: -33%; Pol beta inh: 30%; Pol iota inh: inconclusive; BLM helicase inh: -6%; BAZ2B block: -11%; G9a inh: 2%; Pol eta inh: -19%; APE1 inh: -18%; POLK inh: -2%

How did O=C(Nc1ccc(F)cc1F)c1cc2ccccc2oc1=O do in these assays?
JMJD2A Tudor: 6%; Pol beta inh: 15%; Pol iota inh: 11%; BLM helicase inh: -2%; BAZ2B block: 8%; G9a inh: -3%; Pol eta inh: 6%; APE1 inh: 12%; POLK inh: -8%

Results for CCN(C[C@H]1N[C@@](C)(C(=O)OC)[C@H]2C(=O)N(Cc3ccccc3)C(=O)[C@@H]12)C(=O)c1ccc(C(C)(C)C)cc1 ?
JMJD2A Tudor: -22%; Pol iota inh: -7%; Pol eta inh: -5%; APE1 inh: 12%; POLK inh: -2%

What do the screens show for `Cc1ccc(/C=C2\SC(N3CCCCC3)=NC2=O)cc1`?
JMJD2A Tudor: inconclusive; Pol beta inh: 28%; Pol iota inh: 120%[activator]; BLM helicase inh: -2%; BAZ2B block: 2%; G9a inh: 15%; Pol eta inh: -9%; APE1 inh: 27%; POLK inh: 1%

What do the screens show for `CCc1cccc(C)c1NC(=O)Cn1c(=O)n(-c2cccc(C)c2)c(=O)c2c1c1cc(C)ccc1n2C`?
JMJD2A Tudor: -14%; Pol beta inh: 37%; Pol iota inh: -1%; BLM helicase inh: 0%; BAZ2B block: -3%; G9a inh: -9%[59 µM]; Pol eta inh: 0%; POLK inh: inconclusive

What do the screens show for `O=C(Nc1ccc2oc(-c3ccncc3)nc2c1)c1ccc(Br)o1`?
JMJD2A Tudor: -14%; Pol beta inh: 19%; Pol iota inh: 57%[activator]; BLM helicase inh: -3%; BAZ2B block: -19%; G9a inh: 32µM*; Pol eta inh: -13%; APE1 inh: 1%; POLK inh: 4%

What do the screens show for `C=CCC(CC=C)(NC(=O)c1cccc(C)c1)c1ccccc1`?
JMJD2A Tudor: -3%; Pol beta inh: 3%; Pol iota inh: -8%; BLM helicase inh: 1%; BAZ2B block: -4%; G9a inh: 16%[59 µM]; Pol eta inh: -11%; APE1 inh: 4%; POLK inh: -6%

Only part of the results is shown; the hit share may differ from the screen's.
